beta cell repl: MIN6 beta-cell proliferation induction. MIN6 cells proliferation, ATPlite luminescence, 48 h; cells starved in 0.2% serum; 100% = growth in 10% serum. proliferation, % at 10 µM. 330,000 compounds, 0.29% hits. AID 2380;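 active = compounds whose signal lies at least 3.5 SD above the mean of all wells on their plate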;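 note: 0% = DMSO-treated cells in low-serum medium and 100% = 10% serum control; some compounds called inactive have numbers as strong as hits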
SENP8 block-1: blocks human SENP8 cleavage of Nedd8 substrate; Q96LD8; recombinant SENP8, Nedd8 substrate fluorescence; inhibition, % at 20 µM; 360,000 compounds, 0.64% hits; AID 602440; in the data active = inhibition mostly above about 40%, no sharp cut-off; inactive = mostly below about 27%
Target sequence (Q96LD8 whole entry, looked up): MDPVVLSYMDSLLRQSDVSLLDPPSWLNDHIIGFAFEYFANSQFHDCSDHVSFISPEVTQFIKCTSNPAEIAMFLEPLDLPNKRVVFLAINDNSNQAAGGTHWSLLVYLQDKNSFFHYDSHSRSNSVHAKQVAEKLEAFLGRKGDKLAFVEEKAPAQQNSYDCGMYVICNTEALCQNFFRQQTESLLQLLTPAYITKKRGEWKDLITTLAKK
SENP8 block-2: inhibitors of human SENP8 protease; Q96LD8; purified SENP8, Z-RLRGG-aminoluciferin cleavage, luminescence; inhibition, % at 10 µM; 330,000 compounds, 1.2% hits; AID 2540; in the data active = inhibition above about 50%
HKDC1 inh: HKDC1 (human) hexokinase inhibition. 340,000 compounds, 0.16% hits. Q2TB90. inhibition, % at 20 µM. recombinant HKDC1, G6PDH/diaphorase resazurin coupled fluorescence;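 active = inhibition above about 35% when tested at 20 µM, limit read from the data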;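 note: plate controls were DMSO wells with enzyme for no effect and DMSO wells lacking enzyme for full effect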
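Test system: Recombinant HKDC1 (HK5) hexokinase enzyme, produced in-house | Input: HKDC1 at 5 µg/mL | Buffer or medium: Tris pH 8.0 buffer with MgCl2, Tween-20, BSA, BME | Schedule: 90 min reaction incubation at room temperature, dark | Technique: Resazurin-to-resorufin fluorescence via G6PDH and diaphorase coupling, 525/613 nm | Controls: DMSO wells with and without enzyme mix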
UBC13 inh: blocks human UBC13 polyubiquitin chain formation; inhibition, % at 20 µM; 330,000 compounds, 0.47% hits; AID 485273; TR-FRET; P61088; in the data active = inhibition above about 45%, passing the limit was not always enough
Target sequence (P61088 whole entry, looked up): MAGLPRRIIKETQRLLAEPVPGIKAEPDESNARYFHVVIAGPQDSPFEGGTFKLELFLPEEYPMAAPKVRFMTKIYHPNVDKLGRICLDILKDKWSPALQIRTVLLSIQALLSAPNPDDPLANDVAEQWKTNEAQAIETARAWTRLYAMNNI
PfGluPho inh: PfG6PD (Plasmodium falciparum) enzyme inhibition | 350,000 compounds, 0.78% hits | AID 504690 | inhibition, % at 20 µM | PfGluPho enzyme, NADPH resazurin-diaphorase fluorescence;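 active = inhibition reaching at least a set limit at 20 µM in the primary screen, cut at about 59% in these data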;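 note: 0% = DMSO wells with substrate and 100% = DMSO wells lacking glucose-6-phosphate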
SENP7 inh: blocks the human protease SENP7; 330,000 compounds, 1.5% hits; inhibition, % at 5 µM; Q9BQF6; recombinant SENP7, Z-RLRGG-aminoluciferin luminescence, 40 min; AID 434973;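 active = inhibition above about 50% at the single test dose, limit read from the data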;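 note: plate controls were DMSO with enzyme for no effect and no enzyme buffer wells for full effect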
SENP1 inh: blocks the human SENP1 SUMO protease catalytic domain; 360,000 compounds, 0.21% hits; AID 624204; inhibition, % at 10 µM; recombinant SENP1 catalytic domain, CyPet-SUMO1-YPet FRET cleavage;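 active = inhibition at least 30% at 10 µM, raw YFP signal under a set limit, fluorescence ratio 0.5 to 1.5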;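 note: 0% = enzyme with DMSO and 100% = no enzyme wells; some results filed as inactive read as strong as hits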
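Assay system: hSENP1 catalytic domain, recombinant. Amount: SENP1 enzyme, 20 pM final. Schedule: 50 min reaction, RT, dark. Technique: FRET, CFP and YFP emission. Control set: no-enzyme wells low, DMSO-plus-enzyme wells high control.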
SENP6 block: blocks the human protease SENP6. Q9GZR1. Recombinant SENP6 catalytic domain, aminoluciferin luminescence. inhibition, % at 10 µM. 330,000 compounds, 1.8% hits;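 active = inhibition above about 50% at the single tested dose, limit read from the data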;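 note: plate controls were DMSO wells with enzyme for no effect and DMSO wells lacking enzyme for full effect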
Target sequence (Q9GZR1 628-1112 limits assumed): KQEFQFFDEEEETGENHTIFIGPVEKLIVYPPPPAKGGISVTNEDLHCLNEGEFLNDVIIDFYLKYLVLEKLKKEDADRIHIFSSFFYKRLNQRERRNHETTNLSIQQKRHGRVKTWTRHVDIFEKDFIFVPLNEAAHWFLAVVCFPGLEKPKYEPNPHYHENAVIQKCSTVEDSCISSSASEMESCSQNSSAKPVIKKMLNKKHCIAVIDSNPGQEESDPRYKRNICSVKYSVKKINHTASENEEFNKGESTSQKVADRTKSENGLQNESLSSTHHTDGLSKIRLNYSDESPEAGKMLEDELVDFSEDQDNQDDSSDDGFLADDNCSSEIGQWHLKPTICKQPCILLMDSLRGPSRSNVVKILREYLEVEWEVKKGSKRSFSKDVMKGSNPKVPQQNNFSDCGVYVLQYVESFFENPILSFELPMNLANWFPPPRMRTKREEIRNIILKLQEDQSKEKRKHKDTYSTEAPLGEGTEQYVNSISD
Active calls of the source: *; x = not tested or not shown. Compounds were not picked by outcome. Share with any hit: about 4%.

SMILES	beta cell repl	SENP8 block-1	SENP8 block-2	HKDC1 inh	UBC13 inh	PfGluPho inh	SENP7 inh	SENP1 inh	SENP6 block
CN1CCN(C(=O)/C=C/c2ccc(C#N)cc2)CC1	-2.0	19.9	1.4	-0.5	1.2	-4.6	2.3	1.1	-17.0
O=C(NCCc1ccc(Cl)cc1)c1ccc2nc[nH]c2c1	-3.3	4.3	4.4	-1.0	8.7	-0.3	3.5	-5.3	4.9
Nc1nccc(-c2nn(-c3ccc(Cl)cc3)ccc2=O)n1	-3.0	-7.9	-12.0	-4.0	-2.8	-7.5	-3.9	-3.5	-0.2
CCOC(=O)c1ccccc1NC(=O)COC(=O)CSc1ccccc1	-1.6	0.2	-4.3	3.4	-0.1	-3.1	-6.2	6.1	-12.4
COc1ccc(/C=C2\C(=O)N(c3c(Cl)cc(Cl)cc3Cl)N=C2NC(=O)c2cccc([N+](=O)[O-])c2)cc1	x	26.4	x	22.3	x	54.9	x	0.5	x
CCCCn1c(N)c(N(CCOC)C(=O)C2CCN(S(=O)(=O)c3ccc(Cl)cc3)CC2)c(=O)[nH]c1=O	-0.7	-6.5	0.9	-3.7	-4.6	5.8	-2.9	-4.8	-3.9
Cc1ccccc1NC(=O)c1ccccc1NC(=O)Cc1cccc2ccccc12	-5.7	-3.7	0.2	-7.6	-22.9	4.5	-9.3	2.0	-12.1
CC(C)C(c1nnnn1C1CCCC1)N1CCC(C(N)=O)CC1 (stereo not given)	-2.2	1.2	3.1	-2.7	6.0	-11.2	5.6	3.0	9.2
Cn1cnc(S(=O)(=O)NC2CCN(Cc3c(F)cccc3Cl)CC2)c1	0.6	4.4	3.1	-3.1	0.8	2.6	2.7	-0.3	10.0
Cc1ccc(C)c(NC(=S)NCCN(C2CCCCC2)C2CCCC2)c1	-5.4	25.6	1.1	2.2	13.4	15.2	7.5	-0.5	15.7
Nc1c(C(=O)CSc2nnnn2-c2ccc(O)cc2)c(=O)[nH]c(=O)n1C1CC1	-5.5	8.4	-2.6	-7.0	-1.9	7.8	-2.4	0.4	-12.1
Cc1ccc(NC(=O)Cc2c[nH]c3ccccc23)cc1S(=O)(=O)N1CCCCCC1	0.0	21.4	-6.5	-7.6	-0.1	6.8	-7.5	-1.5	-14.6
COc1ccccc1CN(Cc1nc2ccccc2c(=O)[nH]1)C(=O)Nc1ccccc1C	0.0	9.9	-4.2	-1.1	-5.1	2.2	-9.9	-0.6	-8.2
COc1ccccc1N1CCN(C(=O)c2cccc(S(=O)(=O)N3CCCCCC3)c2)CC1	-1.1	12.0	4.9	-4.6	10.6	-14.1	-6.7	0.9	9.5
O=C(Cn1nc(C(=O)O)c2ccccc2c1=O)Nc1cccc(S(=O)(=O)N2CCCCC2)c1	-1.4	12.9	-18.4	-0.5	-6.1	0.1	-14.7	1.9	-10.6
Cc1c(C(C)CCCO)oc(=O)c2c1Oc1c(C)c(C(C)C[C@@H](C)O)oc(=O)c1C2 (stereo not given in full)	-3.4	-3.1	2.9	-2.6	-1.1	8.7	1.2	-7.2	13.7
CCOC(=O)N1CCN(C(=O)N2CCOCC2)CC1	1.4	11.5	-3.9	-7.2	5.8	7.0	0.4	0.8	10.1
Cc1ccc(/C=N/NC(=O)c2cccc(NC(=O)c3ccccc3C)c2)o1	-2.6	-42.7	2.8	-2.9	-4.1	8.4	-2.4	0.3	0.2
COc1ccc(C(=O)NCCc2nnc3ccc(SCC(=O)N4CCCCC4)nn23)cc1	-1.9	-15.5	-8.1	2.6	-2.4	-5.0	9.9	-1.1	-8.3
NC(=O)N1CCN(C(=O)c2ccco2)CC1	-1.4	16.4	-3.6	-6.5	-8.3	4.8	6.9	2.2	9.1

The closing 4 records of the section before come first, to join the parts:
SMILES	beta cell repl	SENP8 block-1	SENP8 block-2	HKDC1 inh	UBC13 inh	PfGluPho inh	SENP7 inh	SENP1 inh	SENP6 block
CCOC(=O)N1CCN(C(=O)N2CCOCC2)CC1	1.4	11.5	-3.9	-7.2	5.8	7.0	0.4	0.8	10.1
Cc1ccc(/C=N/NC(=O)c2cccc(NC(=O)c3ccccc3C)c2)o1	-2.6	-42.7	2.8	-2.9	-4.1	8.4	-2.4	0.3	0.2
COc1ccc(C(=O)NCCc2nnc3ccc(SCC(=O)N4CCCCC4)nn23)cc1	-1.9	-15.5	-8.1	2.6	-2.4	-5.0	9.9	-1.1	-8.3
NC(=O)N1CCN(C(=O)c2ccco2)CC1	-1.4	16.4	-3.6	-6.5	-8.3	4.8	6.9	2.2	9.1
Cc1ccc(CNC(=O)Nc2ccccc2)c(C)c1	-2.6	5.4	-2.1	1.4	-2.9	-7.6	10.0	1.5	11.6
Fc1cccc(/C=N/Nc2ccc(Cl)nn2)c1	-1.3	-23.4	4.2	-3.1	3.3	-11.7	-5.3	-2.8	-7.1
Cc1ccc(-n2c(SCC(N)=O)nnc2-c2ccccn2)cc1C	0.5	13.7	-6.2	2.2	3.6	-6.5	3.1	1.8	-11.6
CS(=O)(=O)c1cccc(C(=O)OCC(=O)Nc2ccc3c(c2)OCO3)c1	-0.5	3.3	4.9	-0.1	-3.4	1.8	10.8	0.9	3.9
ClC(Cl)(Cl)c1nc2ccccc2n2nncc12	-3.4	5.9	10.0	-0.2	0.1	1.1	-4.1	-0.2	-9.6
CCC(C)NC(=O)CN1C(=O)c2cccc3cccc1c23 (stereo not given)	-0.5	-165.7	3.7	0.5	10.1	-14.3	-1.6	-11.0	-17.9
COc1ccc(-c2noc(-c3ccccc3C(=O)NCc3ccco3)n2)cc1	-1.9	9.4	-3.0	5.7	-3.0	-1.4	-0.8	-1.8	-2.0
CC(C)C(=O)Nc1nnc(-c2ccco2)s1	0.9	-19.4	-7.0	-8.3	-2.9	11.0	-7.3	-0.4	-30.6
COc1ccc(N(CC(=O)Nc2ccc(F)cc2)S(=O)(=O)c2ccccc2[N+](=O)[O-])c(OC)c1	-2.1	10.7	-16.1	-2.5	-17.8	8.9	-7.7	0.5	-3.4
Cc1ccc(NC(=O)CCC(=O)N/N=C/c2ccc(O)cc2)cc1	-3.7	7.3	-10.0	-2.1	-2.2	-0.6	-9.0	2.6	-4.6
O=C(NN=C1CCCCCC1)c1cccnc1	-2.4	1.1	4.2	-4.9	1.2	6.3	3.4	-0.5	0.4
O=C(CN1CCCCCC1)Nc1ccc(Cl)cc1F	-1.0	14.3	-4.4	4.0	0.8	-7.1	-0.7	0.5	0.3
COc1ccccc1OCC(=O)N/N=C1\CCCCc2ccccc21	-0.6	16.1	-4.0	-0.4	-3.7	14.4	-0.2	-0.4	1.4
CN(C(=O)c1ccc(COc2ccccc2Cl)o1)c1ccccc1	-1.7	14.0	-1.0	2.2	3.3	-1.6	5.2	1.4	0.7
CCOC(=O)C1CCCN(C2=NC(=O)/C(=C/c3ccc(OC)c(OC)c3)S2)C1 (stereo not given)	0.6	-194.9	1.2	25.9	-11.3	38.0	-6.1	-5.5	-26.8
Fc1ccc2nc(C3CCN(Cc4nc(CC5CC5)no4)CC3)[nH]c2c1	-2.9	9.4	-2.1	-2.2	-8.1	4.9	-1.0	-2.2	4.0
COc1ccccc1/C=C/C(=O)OCC(=O)N1c2ccccc2CC1C (stereo not given)	-1.4	-195.0	1.3	3.4	4.7	9.9	0.8	-0.2	10.2
CCC(C)(C)NC(=O)C(OC(=O)c1cc2sccc2n1C)c1ccc(OC)cc1 (stereo not given)	-2.5	5.1	4.0	-5.0	4.5	7.5	3.3	1.3	-7.0
COc1ccc(N2C(=S)NC3c4cc(Cl)ccc4OC2(C)C3C(=O)N(C)C)cc1 (stereo not given)	0.9	3.3	3.4	-1.5	-0.2	-5.2	-9.1	1.0	4.1
C=C(C)CSc1nnc2n(Cc3ccccc3)c(=O)c3c4c(sc3n12)CCC4	x	6.5	x	-6.3	x	6.8	x	0.6	x
Cc1ccc(S(=O)(=O)CCC(=O)Nc2nnc(-c3cccs3)o2)cc1	-5.7	-310.0	-6.4	-5.0	-5.7	-0.4	10.9	1.7	-22.3
CC1(C)N=C(SCC(=O)Nc2ccc(Cl)cc2)C(c2ccccc2)=N1	-1.0	7.5	-3.8	0.5	13.0	-1.7	3.1	1.5	-2.0
COc1ccc(OC)c(NC2=NC3(CCCC3)N=C(N)N2)c1	0.2	-3.3	-9.9	-3.6	4.4	-2.1	-3.9	0.6	-12.1
CN(C)C(=O)c1cc(C(=O)c2ccc(F)cc2F)c[nH]1	-1.9	6.4	-7.3	-3.8	-0.8	-2.9	-2.1	0.6	-39.5
CCC1CCCCN1C(=O)c1cc(COc2ccc3ncccc3c2)on1 (stereo not given)	-6.8	8.7	-14.2	-2.5	7.5	-20.8	7.2	2.3	0.1
C#Cc1ccc(CN2CCN(CCCc3ccccc3)C(CCO)C2)cc1 (stereo not given)	-2.6	10.4	5.3	-6.9	6.2	2.5	-3.4	-2.5	-4.2
C=CCn1c(SCC(=O)NCc2ccco2)nc2sc3c(c2c1=O)CCCC3	-0.1	1.6	-15.3	-9.0	-10.5	-5.6	12.4	2.2	-19.5
Nc1[nH]n2c(=O)cc(-c3ccccc3)nc2c1N=Nc1ccccc1	-2.6	56.8*	1.5	-15.4	-85.3	-14.5	12.7	1.4	8.9
CC(C)(C)C(=O)CSc1ccc(S(=O)(=O)N2CCCC2)cn1	1.6	7.6	0.2	1.8	-2.3	28.0	8.6	-1.0	2.0
COc1cccc(CNC(=O)C(=O)NCCC2CCCCN2S(=O)(=O)c2cccs2)c1 (stereo not given)	-0.5	4.6	-1.4	-4.1	-11.6	12.4	-11.2	0.6	-2.7
CCN(CC)S(=O)(=O)c1ccc(N/N=C/c2ccc(OC)c(OC)c2OC)nc1	0.0	-175.7	-1.3	-5.3	4.0	-15.8	-1.1	-1.9	-2.5
O=C(Nc1cccc(Br)c1)c1cc2ccccc2o1	-0.3	7.3	88.8*	-4.7	2.8	97.2*	-10.8	1.4	94.1*
CC(C)CC(=O)c1c[nH]c(C(=O)NCc2cccnc2)c1	-1.3	12.2	8.2	-3.1	-14.4	-11.6	5.7	-0.4	-0.6
CN(c1ccc(C(=O)NCCSCc2c(F)cccc2Cl)cc1)S(C)(=O)=O	2.0	-3.6	-6.7	-4.5	4.6	9.4	1.7	2.4	1.1
CC(=O)N1CCN(S(=O)(=O)c2cccc(C(=O)Nc3ccc4c(c3)OCO4)c2)CC1	0.3	-4.4	-2.4	3.2	2.8	2.7	12.3	0.8	9.4
O=C(/C=C/c1ccc(OCCCF)cc1)NCc1ccc(Cl)c(Cl)c1	-0.9	13.5	-1.9	-4.4	1.2	4.7	-7.3	0.8	-16.7
CCN(CC)CCNC(=O)CCc1c(C)nc2c(c(C)nn2-c2ccc(C)c(C)c2)c1C	-6.9	-265.3	-12.3	-0.7	26.8	13.6	-2.2	0.8	-10.3
COC(=O)[C@H](C)NC(=O)NCc1ccco1	-0.1	9.4	7.2	6.6	8.2	4.8	3.0	0.4	16.7
CCCS(=O)(=O)N1CCCC(C(=O)NCCN(C)Cc2ccccc2)C1 (stereo not given)	-2.2	15.8	1.7	-11.2	-4.9	-3.6	4.4	0.0	1.6

Source: PubChem BioAssay
